# Assay outcomes from PubChem.
# Glioma ERSR ind = inducers of ER stress response in human glioma cells; U87-MG GRP78 promoter luciferase reporter, 16 h; Potency, µM, for inactives: at the top dose activation, most hits filed as activators; actives 0.02% (n = 420,000); AID 602332; note: potency is the fitted concentration of half-maximal effect; series mostly up to about 76 µM; % of control where 0% means no effect; nearly all actives have a fitted effect of over 35% in size
#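 Stably transfected U87-MG glioma cells carrying a GRP78-based luciferase sensor; 16 h compound incubation. Luminescence end-point read 10 min after Bright-Glo addition at room temperature.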
# LDHA inh = blocks human lactate dehydrogenase A; P00338; purified LDHA, NADH/diaphorase-resazurin fluorescence; stronger effect = lower value; activity change, % (values are at about 110 or 230 µM); actives 0.15% (n = 480,000); AID 1347041; in the data active = activity change below about -30%; inconclusive = mostly about -25% to -30%;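 note: plate controls were DMSO wells for no effect and wells without enzyme for full effect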
#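 LDH5 2 nM; NADH 0.06 mM, pyruvate 0.2 mM; 200 mM Tris pH 7.4, EDTA, Tween-20; 5 min RT. Detection: diaphorase 0.133 mg/mL + resazurin 37 µM, fluorescence ex540/em590 at 0 and 20 min; normalized to enzyme-free and DMSO wells.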
# mIDH1 inhibitor = blocks human mutant IDH1 R132H enzyme. O75874. IDH1-R132H enzyme, NADPH consumption, diaphorase/resazurin fluorescence. Potency, µM (highest dose often 76.6 µM), inactives show at the top dose activity change, negative = inhibition, actives largely listed as inhibitors. actives 0.093% (n = 390,000); note: potency is the fitted concentration of half-maximal effect; % is set by controls: 0 for no effect and ±100 for the full control effect; nearly all actives have a fitted effect of over 65% in size
# Target sequence (O75874 whole entry R132H, stated change not applied): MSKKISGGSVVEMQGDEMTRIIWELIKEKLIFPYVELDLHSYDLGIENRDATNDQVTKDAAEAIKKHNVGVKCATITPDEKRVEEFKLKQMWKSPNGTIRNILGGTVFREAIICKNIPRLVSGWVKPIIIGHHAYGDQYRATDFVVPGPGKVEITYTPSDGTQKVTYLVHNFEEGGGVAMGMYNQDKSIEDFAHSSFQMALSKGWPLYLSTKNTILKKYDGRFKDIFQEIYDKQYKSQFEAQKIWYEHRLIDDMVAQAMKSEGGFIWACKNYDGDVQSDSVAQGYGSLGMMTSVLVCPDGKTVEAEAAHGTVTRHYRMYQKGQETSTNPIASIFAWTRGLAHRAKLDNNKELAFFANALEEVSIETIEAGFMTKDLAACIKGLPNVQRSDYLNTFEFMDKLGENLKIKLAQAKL
#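 IDH1-R132H (0.5 ug/mL) preincubated 30 min with compound, then NADPH (0.016 mM) and alpha-KG (2 mM) added; 80 min at RT, pH 7.5. Remaining NADPH coupled via diaphorase/resazurin to fluorescence (540/590 nm); concentration-response curves normalized to no-enzyme control.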
# Vif-A3G inh = inhibitors of Vif-APOBEC3G interaction | actives 0.076% (n = 410,000) | Potency, µM (series often up to 46.1 µM), for inactives: at the highest dose activity, negative = active, usual class: inhibitors | HeLa A3G-eYFP + Vif (tagged APOBEC3G with the HIV-1 protein that degrades it), YFP fluorescence, overnight;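 note: potency is the fitted concentration of half-maximal effect; % is set by controls: 0 for no effect and ±100 for the full control effect; nearly all actives have a fitted effect of over 60% in size; hits raise eYFP signal because A3G escapes Vif-driven loss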
#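 Read-out is eYFP fluorescence (Ex 488/Em 500-530) from Vif-expressing HeLa A3G-eYFP cells; more signal means A3G escaped Vif-mediated degradation. Cells plated overnight, compound pinned in, incubated overnight at 37 deg C.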
# rTrxR1 inhibitor = inhibitors of rat thioredoxin reductase 1; actives 1% (n = 390,000); O89049; Potency, µM (titrated, usually from 114 µM), for inactives: at the highest dose activity change, negative = inhibition, usual class: inhibitors; recombinant rTrxR1, NADPH fluorescence consumption, selenite substrate; note: potency is the fitted concentration of half-maximal effect; % is set by controls: 0 for no effect and ±100 for the full control effect; nearly all actives have a fitted effect of over 65% in size
# Target sequence (O89049 whole entry, looked up): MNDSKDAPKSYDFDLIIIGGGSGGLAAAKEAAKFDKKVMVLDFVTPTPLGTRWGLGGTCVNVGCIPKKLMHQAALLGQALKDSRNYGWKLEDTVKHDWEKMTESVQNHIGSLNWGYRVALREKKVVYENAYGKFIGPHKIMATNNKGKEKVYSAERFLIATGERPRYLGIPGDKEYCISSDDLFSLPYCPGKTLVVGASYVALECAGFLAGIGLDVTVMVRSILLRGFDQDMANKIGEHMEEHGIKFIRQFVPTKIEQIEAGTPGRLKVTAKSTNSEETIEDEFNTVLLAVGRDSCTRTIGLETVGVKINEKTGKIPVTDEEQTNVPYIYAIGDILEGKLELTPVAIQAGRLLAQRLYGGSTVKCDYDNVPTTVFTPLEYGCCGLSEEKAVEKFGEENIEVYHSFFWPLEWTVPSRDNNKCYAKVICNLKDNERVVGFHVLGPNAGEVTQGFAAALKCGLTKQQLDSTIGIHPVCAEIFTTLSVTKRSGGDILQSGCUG
#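 Rat TrxR1 (90 nM in the dispensed reagent) was pre-reduced with 400 uM NADPH for 5 min at room temperature, then incubated with compound for 15 min. After 400 uM selenite was added, NADPH fluorescence (Ex 340/Em 450 nm) was followed for 8 min.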
# USP1-UAF1 inh = blocks the human USP1/UAF1 deubiquitinase complex. O94782. Potency, µM (highest dose often 57.1 µM), for inactives: top-dose activity change, negative = inhibition, usual class: inhibitors. recombinant USP1/UAF1, Ub-Rhodamine cleavage fluorescence. actives 0.23% (n = 390,000); note: potency is the fitted concentration of half-maximal effect; % is set by controls: 0 for no effect and ±100 for the full control effect; nearly all actives have a fitted effect of over 60% in size; inactives centre near -12
#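 In this screen, compounds sit with the deubiquitinase complex (1nM) for 15 min at room temperature before Ub-Rho is added at 150nM final. Fluorescence rise is then followed for 6 reads every 60 seconds.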
# TrxR1 substrate = is turned over as a substrate by rat TrxR1 | purified TrxR1 substrate turnover, NADPH consumption readout | actives 0.01% (n = 390,000) | AID 588456 | O89049 | Potency, µM (titrated, usually from 114 µM), for inactives: top-dose activity change, negative = substrate turnover; note: potency is the fitted concentration of half-maximal effect; % is set by controls: 0 for no effect and ±100 for the full control effect; nearly all actives have a fitted effect of over 50% in size
#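 Rat TrxR1, dispensed at 90 nM, was prereduced with 400 uM NADPH (final) for 5 min at ~22 deg C, then incubated with compound 15 min before 400 uM selenite. A first-read NADPH fluorescence drop versus no-compound background flagged substrates.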
# Vif-A3F inh = inhibitors of Vif-A3F interaction; HeLa A3F-eYFP + Vif (tagged APOBEC3F with the HIV-1 protein that degrades it), YFP fluorescence increase; Potency, µM (series often up to 46.1 µM), inactives show at the highest dose activity, negative = active; actives 0.2% (n = 390,000); AID 602313; note: potency is the fitted concentration of half-maximal effect; % of control where 0% means no effect; nearly all actives have a fitted effect of over 65% in size
#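 HeLa cells stably expressing A3F-eYFP plus Vif, plated and incubated overnight at 37 deg C, then exposed to compounds overnight at 37 deg C. Blocked degradation read as raised yellow fluorescence (Ex 488/Em 500-530).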
# RGS4 inh = inhibitors of human regulator of G protein signaling 4. P49798. Transcreener GDP fluorescence polarization, RGS4-accelerated GTP hydrolysis. Potency, µM (titrated, usually from 114 µM), for the others: at the top dose activity change, negative = inhibition, most hits filed as inhibitors. actives 0.039% (n = 390,000). AID 504845; note: potency is the fitted concentration of half-maximal effect; % is set by controls: 0 for no effect and ±100 for the full control effect; nearly all actives have a fitted effect of over 75% in size; some results filed as inactive show a strong effect at the top dose
# Target sequence (P49798 whole entry, looked up): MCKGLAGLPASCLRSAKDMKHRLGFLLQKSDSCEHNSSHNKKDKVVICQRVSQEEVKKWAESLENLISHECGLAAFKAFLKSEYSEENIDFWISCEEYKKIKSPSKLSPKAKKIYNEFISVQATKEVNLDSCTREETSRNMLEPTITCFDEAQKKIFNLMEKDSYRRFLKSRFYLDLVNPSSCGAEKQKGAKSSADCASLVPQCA
#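 MLSMR compounds (23 nl, pin-transferred) preincubated 10 min at room temperature with a 500nM (2x) first reagent, then RGS4 at 900nM (2x) plus Transcreener GDP mix added; fluorescence polarization (620/688 nm) read before and after 90 min at 30 °C.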
# Starred values were filed as active, the others as inactive; ? = inconclusive; · = no result given; & = joins results of further samples; [ ] = another dose, or the depositor's remark. Unless noted, calls come from the whole dose curve; as a rule, active = well fitted curve in the direction sought with a large enough effect; inconclusive = small, poorly fitted or top-dose-only effect, or another doubt; inactive = no such curve, though single readings can be large; an effect the other way counts as inactive or inconclusive. Only part of the results is shown; rates above refer to the full screens.
SMILES | Glioma ERSR ind | LDHA inh | mIDH1 inhibitor | Vif-A3G inh | rTrxR1 inhibitor | USP1-UAF1 inh | TrxR1 substrate | Vif-A3F inh | RGS4 inh
Cc1nn(C)c(C(=O)N/N=C/c2cccnc2)c1Cl | -2% | -6 | 0% | -5% | ? | -3% | -15% | 3% | 6%
CC(OC(=O)C1CC1)C(=O)Nc1ccc([N+](=O)[O-])cc1Cl (stereo not given) | -5% | -9 | -2% | 0% | 9%[57.1 µM] | -24% | -4%[57.1 µM] | -19% | 17%
O=C(OCC(=O)N1CCCc2ccccc21)c1cccc(C(F)(F)F)c1 | -3% | 1 | 14% | -1% | -2% | -20% | -13% | 4% | -18%
Cc1ccc(-c2cn(-c3ccc(OC(F)F)cc3)c3[n+]2CCCCC3)cc1 | -6% | -12 | 3% | 6% | 8%[57.1 µM] | 8% | 8%[57.1 µM] | 6% | 26%
CC(=O)c1ccc2c(c1)C1C=CCC1C(C(=O)O)N2 (stereo not given) | -6% | 20 | 0% | 2% | ? | 32µM* | -3%[57.1 µM] | 5% | ?
O=C(Nc1cc(Cl)ccc1O)C1CC(c2ccccc2O)=NO1 (stereo not given) | -3% | 6 | 4% | -23% | 27%[57.1 µM] | -22% | 15% | -5% | -22%
CCCCN(CCCC)C(=O)C1CCN(S(=O)(=O)c2cccc3nsnc23)CC1 | -3% | 3 | 11% | 1% | 4% | -7% | -6% | -3% | 20%
Cc1cc(C)c(S(=O)(=O)Nc2cc(Cl)c3oc4c(c3c2)C(=O)CCC4)cc1C | -5% | -4 | -1% | 3% | -2% | -17% | 2% | 3% | 23%
O=C(/C(=C(\[O-])c1ccccc1)[n+]1ccc2ccccc2c1)c1ccccc1 | 5% | 10 | -2% | ? | -17% | ? | -7% | ? | -34%
Cc1ccc(CSc2nncn3c2cc2sccc23)cc1 | -4% | 3 | -9% | -3% | 10% | -21% | 1% | 0% | -4%
COc1cc(C=C(C#N)c2ccc([N+](=O)[O-])cc2)ccc1O | 10% | 7 | -3% | 1% | · | -25% | · | -2% | ·
CC(=O)Nc1cccc(C(=O)N/N=C/c2cccnc2)c1 | 3% | -3 | -1% | 3% | 17%[57.1 µM] | -16% | -6% | 12% | ?
CCCCNc1c(-c2ccc(OC)c(SC3CCCCC3)c2)nc2cnccn12 | -13% | 5 | 11% | -19% | 18%[57.1 µM] | ? | 20%[57.1 µM] | -17% | -10%
CCn1c2ccc(F)cc2c2nnc(NN)nc21 | -3% | 0 | 8% | 0% | 3% | -23% | -4% | 2% | -37%
Cc1[nH]nc2c1C(c1ccc3c(c1)OCO3)C(C#N)=C(N)O2 (stereo not given) | -2% | 1 | 13% | 3% | 3% | -9% | 11% | 2% | -43%
CC(C)(C)c1ccc(C(=O)NCCN2CCOCC2)cc1 | 3% | -8 | -6% | 0% | 15% | -10% | -2% | -12% | 19%
N=c1sccn1CC(=O)NC(=O)NC1CCCC1 | -2% | -7 | -1% | 1% | 15% | -3% | 1% | -15% | 15%
COc1ccc(C(=O)COC(=O)CCN2C(=O)C3C4C=CC(C5CC45)C3C2=O)cc1 (stereo not given) | -5% | -5 | 10% | 0% | 9% | -7% | -1% | 0% | 14%
O=C1OCC(c2ccccc2)=C1c1ccccc1 | -4% | -8 | 21% | 0% | 0%[57.1 µM] | -14% | 6%[57.1 µM] | -8% | 0%
CC(C)(C)NC(=O)CSc1nnc(Cc2ccccc2)n1CC1CCCO1 (stereo not given) | -2% | -4 | 7% | 4% | 29% | -6% | 6% | 1% | -22%
Cc1ccc(C(=O)Nc2ccc3c(c2)N(C)C(=O)c2ccccc2S3)cc1F | -6% | -4 | -4% | -13% | -5%[57.1 µM] | ? | -11%[57.1 µM] | 2% | -2%
CC(OC(=O)c1cccc(-n2cnnn2)c1)C(=O)Nc1cccc(Cl)c1 (stereo not given) | -4% | -2 | 4% | 2% | 18% | -9% | 9% | 6% | -24%
CCOC(=O)C1=C(C)N=C2SC(C)C(=O)N2C1c1ccc(OC(C)=O)c(OC)c1 (stereo not given) | -10% | -4 | 8% | 1% | -30% | -9% | 6% | 0% | 4%[11.4 µM]
Fc1ccc(CNc2ncnc3c2cnn3-c2ccccc2)cc1 | -1% | -1 | 3% | 1% | 11%[57.1 µM] | -9% | 4%[57.1 µM] | -10% | 21%
CCc1cccc2c(C(=O)COC(=O)c3ccccc3)c[nH]c12 | 3% | 0&-6 | -1% | 3% | -8% | -20% | -7% | 8% | 4%
CCc1nc2ccc(F)cc2c(C(=O)NC2CCCCC2C)c1C (stereo not given) | 0% | 0 | -1% | 1% | 4% | -12% | -3% | -9% | 25%
CCOc1ccc2oc(-c3ccccc3)c(C(=O)N3CCN(CCO)CC3)c2c1 | -5% | 5 | 0% | 1% | 25% | -17% | 114%[activator] | 5% | -32%
COc1ccc(C(=O)C(C)OC(=O)CNC(=O)c2ccco2)cc1 (stereo not given) | -1% | -4 | 3% | 3% | 9% | -13% | 3% | -2% | -2%
CCOC(=O)C1CCCN(C(=O)CS(=O)(=O)Cc2ccccc2)C1 (stereo not given) | -1% | -6 | 0% | 2% | 6%[57.1 µM] | -11% | 6%[57.1 µM] | 9% | 16%
CC(C)(C)N(NC(=O)Nc1ccccc1)C(=O)c1ccccc1 | -4% | -2 | 7% | 1% | -9% | -4% | -7% | -7% | 12%
NC(=O)C1CCN(C(=O)c2ccc(Oc3cc(Cl)cc(Cl)c3)o2)CC1 | -3% | -1 | -6% | 0% | 10% | -8% | 0% | 2% | 16%
CC1CCCN(C(=O)Cn2c(=O)n(CC3CCC(C(=O)NC(C)C)CC3)c(=O)c3sccc32)C1 (stereo not given) | -4% | -2 | 11% | 1% | 4%[57.1 µM] | -12% | -2%[57.1 µM] | 1% | -8%
COc1cc2nc(N(CCN(C)C)C(=O)c3ccc(S(=O)(=O)N(C)CC4CCCO4)cc3)sc2cc1OC (stereo not given) | 0% | 7 | 8% | 1% | -8% | -15% | -10% | 2% | -18%
COc1ccccc1C(=O)Nc1c[nH]c(=O)[nH]c1=O | 0% | -6 | -3% | -5% | 13% | -7% | -3% | 2% | 5%
CC1CN(Cc2nc3c(c(=O)n(C)c(=O)n3C)n2CCN2CCOCC2)CC(C)O1 (stereo not given) | -2% | -3 | 5% | 1% | -22% | -15% | -9% | · | -16%
COc1cccc(CNC2CCCCCCC2)c1OC | -4% | -17 | 11% | -5% | 2% | -20% | -4% | 2% | 5%
O=C(CN(c1ccccn1)S(=O)(=O)c1ccccc1)Nc1ccccc1 | -2% | -14 | 1% | -4% | 6% | -5% | 9% | -4% | -12%
O=C(CSc1nnc(CNC(=O)c2c(F)cccc2Cl)o1)c1ccccc1 | -4% | -4 | 17% | 1% | -16% | 4% | -5% | 7% | -2%
O=C(c1cnsn1)N1CCC(CO)(Cc2ccc(Cl)cc2)CC1 | 1% | -12 | -9% | 0% | 28%[57.1 µM] | -5% | 11%[57.1 µM] | 8% | 9%
CCCn1nnc(NC(=O)c2ccc(OCC)c(Cl)c2)n1 | 4% | 0 | 2% | -3% | 10% | -11% | 9% | 0% | 5%
O=C(OCc1nnc(-c2ccccc2)o1)c1ccc([N+](=O)[O-])o1 | 0% | 8 | -8% | 2% | -15%[57.1 µM] | -24% | -1%[57.1 µM] | 0% | -7%
COc1ccc(/C=C(\C#N)C(=O)NCc2cccs2)cc1OC | -2% | -3 | 4% | -1% | -28% | -8% | -15% | 0% | -6%
O=C(NC1CCS(=O)(=O)C1)/C(=C\c1ccccc1)NC(=O)c1ccccc1 (stereo not given) | -4% | -6 | -4% | 0% | -10% | -5% | -3% | 5% | -29%
COc1ccccc1N1CCN(S(=O)(=O)c2ccc(NC(C)=O)cc2)CC1 | -4% | -6 | 3% | -1% | 17% | -15% | 7% | -2% | -5%
Cc1cccc(-n2c(-c3csc4ccccc34)n[nH]c2=S)c1 | 0% | -9 | -2% | 0% | -27% | -7% | -12% | 3% | -28%
Cc1ccc(Cl)c2c(N=Nc3ccccc3)c(O)[nH]c12 | 4% | -10 | 2% | -13% | 25% | ? | -6% | 8.9µM* | 26%
Nc1c(C(=O)NCc2cccs2)nnn1CC(=O)Nc1cccc(Cl)c1 | -5% | -9 | -2% | 0% | 13%[57.1 µM] | ? | 6%[57.1 µM] | 6% | -34%
Cc1cc(C(=O)CCl)c(C)n1CCc1ccc(F)cc1 | -17% | 1 | 1% | -24% | ? | -23% | -12%[57.1 µM] | 1% | -30%
COc1ccccc1-n1cnnc1SCC(=O)N1CC(=O)Nc2ccccc21 | -3% | -4 | 4% | 1% | 4% | -24% | 1% | 1% | -14%
CCOc1ccc(CCNC(=O)Cn2cccc2C(=O)c2ccccc2)cc1OCC | -3% | 1 | 4% | -7% | -11%[57.1 µM] | 0% | -5%[57.1 µM] | 5% | -1%
O=C1[C@@H]2[C@@H]3C[C@@H]([C@H]4ON=C(c5ccc(Cl)cc5)[C@@H]34)[C@@H]2C(=O)N1c1ccc2c(c1)OCO2 | -2% | 4 | 0% | 0% | -6% | -14% | -13% | 7% | -21%
CCOC(=O)c1cnc2c(OC)cccc2c1N1CCN(c2ccc(OC)cc2)CC1 | -7% | 3 | 7% | 1% | 10% | -19% | 4% | -4% | -19%[11.4 µM]
